# Pemphigus Ab inh: inhibitors of pemphigus antibody binding to DSG3, primary screen, biochemical, bead-based, flow cytometry, scFv-GFP; Desmoglein-3 (Homo sapiens), P32926; DSG3-coupled beads, scFv-anti-DSG3-GFP binding; stronger effect = lower value; binding (percent of control), % at 10 µM; actives 0.48% (n = 310,000);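 active means binding more than 3 SD below its plate's average and above zero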;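 further: hits lower antibody fragment binding to DSG3; some compounds called inactive have numbers as strong as hits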
# Target sequence (P32926 whole entry, looked up, the tested form may be a part): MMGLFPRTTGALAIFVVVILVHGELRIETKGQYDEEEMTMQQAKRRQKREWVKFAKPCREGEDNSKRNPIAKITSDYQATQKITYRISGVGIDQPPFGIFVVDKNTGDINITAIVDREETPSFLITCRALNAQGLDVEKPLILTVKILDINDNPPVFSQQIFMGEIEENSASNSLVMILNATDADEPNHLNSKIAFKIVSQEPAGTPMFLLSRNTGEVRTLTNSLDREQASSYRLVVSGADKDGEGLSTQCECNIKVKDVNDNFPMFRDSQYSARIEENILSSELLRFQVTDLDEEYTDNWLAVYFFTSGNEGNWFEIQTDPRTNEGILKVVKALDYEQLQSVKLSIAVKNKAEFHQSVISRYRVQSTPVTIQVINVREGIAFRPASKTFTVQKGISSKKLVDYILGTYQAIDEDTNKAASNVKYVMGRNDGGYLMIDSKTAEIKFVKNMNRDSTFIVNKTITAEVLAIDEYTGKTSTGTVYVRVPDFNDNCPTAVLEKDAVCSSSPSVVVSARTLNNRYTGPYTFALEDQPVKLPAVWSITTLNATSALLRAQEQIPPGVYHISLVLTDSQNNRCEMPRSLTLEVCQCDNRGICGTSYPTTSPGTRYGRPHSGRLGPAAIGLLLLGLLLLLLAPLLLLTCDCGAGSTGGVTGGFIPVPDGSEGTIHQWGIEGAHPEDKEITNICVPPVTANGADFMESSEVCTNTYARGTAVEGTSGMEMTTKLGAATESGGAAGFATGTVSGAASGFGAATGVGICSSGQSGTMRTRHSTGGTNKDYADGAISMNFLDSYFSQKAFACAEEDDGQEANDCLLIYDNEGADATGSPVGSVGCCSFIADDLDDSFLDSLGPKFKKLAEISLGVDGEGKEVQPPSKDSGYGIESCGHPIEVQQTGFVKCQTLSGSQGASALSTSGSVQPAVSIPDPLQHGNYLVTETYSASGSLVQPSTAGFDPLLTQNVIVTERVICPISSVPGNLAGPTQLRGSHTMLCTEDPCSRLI
# RTF Ca sens inh: cardiac RTF calcium sensitivity inhibitors, primary screen, biochemical, IANBD-TnC fluorescence, EC70 calcium | actives 0.12% (n = 340,000) | Troponin I, cardiac muscle (Homo sapiens) + Troponin T, cardiac muscle (Homo sapiens) + … | inhibition, % at 7.15 µM | AID 493244, 2011 | IANBD-labeled cardiac RTF, Ca2+ fluorescence;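 active means inhibition above the mean inhibition of all tested compounds plus 3 SD, cut at about 17% in these data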;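 further: assay run at fixed EC70 calcium of 1.6 mM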
# CAL PDZ FP-1: untagged CAL PDZ binding inhibitors, primary screen, biochemical, fluorescence polarization, HTS; inhibition, % at 24.9 µM; Golgi-associated PDZ and coiled-coil motif-containing protein (Homo sapiens), Q9HD26; purified CAL PDZ, TMR-peptide fluorescence polarization, 1 h; actives 0.92% (n = 300,000); AID 602252, 2012;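 active means mean inhibition of at least 30% with at least half of replicates also reaching 30%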;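 further: 0% = DMSO neutral control and 100% = excess unlabeled competitor peptide PRC23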
# Arrestin-AP2 inh: inhibitors of beta-arrestin/AP2 binding, primary screen, biochemical, GPCR trafficking, flow cytometry; beta-arrestin 1 C-terminal peptide binding to AP2 beta2-adaptin appendage (human); FITC-arrestin peptide / GST-AP2 beads; AP2 beta2 appendage carries R879A mutation; inhibition, % at 10 µM; actives 0.31% (n = 340,000); AID 504490, 2011;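 active means inhibition above a set limit, near 3 SD of compounds lacking own fluorescence, cut at about 54% in these data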;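 further: plate controls were DMSO wells for no effect and 5 µM unlabelled arrestin peptide for full effect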
#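 Test system: GST-tagged AP2 beta2-adaptin appendage (R879A) on 4 µm glutathione beads; also added: fluorescein-tagged arrestin peptide at 50 nM final; timing: 12 min plus 1 h, RT; signal: flow cytometry, FL1 (488/535 nm); read-out: percent drop in bead-associated FITC signal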
# Keap1-Nrf2 PPI: Keap1-Nrf2 protein-protein interaction inhibitors, primary screen, biochemical, fluorescence polarization, single point | Kelch-like ECH-associated protein 1 (Homo sapiens), Q14145 | Keap1 Kelch-Nrf2 peptide fluorescence polarization, 1536-well | inhibition, % at 9.4 µM | actives 0.15% (n = 340,000); in the data active means inhibition above about 12%;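 further: human Keap1 Kelch domain with fluorescein labeled Nrf2 9mer peptide probe; 0% = neutral control wells and 100% = peptide positive control; higher means more block of Keap1 binding to Nrf2 peptide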
# DAGLB inh: DAGLB lipase inhibitors, primary screen, biochemical, fluorescence, HTS; HEK293T DAGLB membrane lysate, EnzChek fluorogenic substrate; inhibition, % at 5.17 µM; actives 0.059% (n = 340,000); in the data active means inhibition above about 34%;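 further: 0% = enzyme with vehicle and 100% = wells lacking enzyme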
# CAL PDZ FP-2: CAL PDZ peptide-binding inhibitors, primary screen, biochemical, fluorescence polarization, Cer-tagged CAL PDZ, HTS | Golgi-associated PDZ and coiled-coil motif-containing protein (Homo sapiens), Q9HD26 | purified CAL PDZ, TMR-peptide fluorescence polarization, 1 h | inhibition, % at 20 µM | actives 0.02% (n = 330,000) | AID 504414, 2011;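 active means highest replicate inhibition of at least 40%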;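 further: plate controls were DMSO neutral control wells for no effect and unlabeled competitor peptide control wells for full effect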
#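 material = purified tagged CAL PDZ domain construct (CerCALP) | compound dosing = 20 µM, one dose | times = 1 h at RT | measured by = fluorescence polarization from S- and P-plane intensities, G-factor corrected | read-out = inhibition from polarization loss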
# LANA DNA inh: inhibitors of KSHV C-LANA binding to DNA, primary screen, biochemical, fluorescence polarization, FAM-LBS DNA, MBP-C-LANA, single point; actives 0.078% (n = 340,000); AID 504423, 2011; inhibition, % at 9 µM; Kaposi's sarcoma herpesvirus LANA C-terminal domain (residues 932-1162) DNA binding;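 active means highest replicate inhibition at or above 60% at 9 µM, even if other replicates fall short; inactive means all replicates below 60% inhibition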;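 further: 0% = neutral control wells and 100% = 4 µM acridine orange control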
# NSD2 inh: NSD2 histone methyltransferase inhibitors, primary screen, biochemical, AlphaScreen, single concentration, set 2; inhibition, % at 12.5 µM; actives 0.54% (n = 310,000); AID 743445, 2014; Histone-lysine N-methyltransferase NSD2 (Homo sapiens), O96028; NSD2 peptide methylation, 120 min; in the data active means inhibition above about 50%
# V-ATPase pH: regulators of yeast V-ATPase proton pumping, primary screen, pHLuorin cytosolic pH fluorescence; response, % at 10 µM; actives 0.37% (n = 350,000); S. cerevisiae; AID 504577, 2011; in the data active means response mostly above about 7.3%, no sharp cut-off; inactive means mostly below about 5.4%; further: actives read high; inactives centre near 0; some compounds called inactive have numbers as strong as hits; reference of the scale not given here
# * marks the source's active call; other numbers are inactive results; i = inactive; · = not tested or not shown. Only part of the results is shown. The share of hits here may be higher or lower than overall.
entry	Compound	Pemphigus Ab inh	RTF Ca sens inh	CAL PDZ FP-1	Arrestin-AP2 inh	Keap1-Nrf2 PPI
1	Cc1sc2nc(CN3CCCC3)nc(N3CCN(S(=O)(=O)c4ccccc4)CC3)c2c1C	439.5	-5.0	·	-0.9	-10.7
2	CCCNC(=O)c1ccc(N2CCC3(CC2)CC(c2cccc(Br)c2)=NO3)c(NC(=O)c2ccc(Br)cc2)c1	92.5	4.9	-4.8	5.1	-3.4
3	CSc1ncc(Cl)c(C(=O)Nc2cccc(C)c2)n1	95.4	-7.4	-2.0	12.7	0.0
4	CN1CCc2c(sc(/N=C/c3c[nH]c4ccccc34)c2C#N)C1	115.4	·	·	6.3	·
5	Cc1ccccc1N(C(=O)Cn1nnc(-c2ccc(F)cc2)n1)C(C(=O)NC(C)(C)C)c1ccncc1 (configuration not stated)	94.7	-6.3	-5.0	-3.7	-0.9
6	NNC(=O)c1cc(NS(=O)(=O)c2cccs2)cc(NS(=O)(=O)c2cccs2)c1	89.4	9.4	·	0.6	-6.7
7	CN(C)S(=O)(=O)c1cccc(C(=O)NCCCn2ccnc2)c1	98.9	6.5	4.3	-4.7	-2.2
8	Cc1ccc(O)c(Nc2ncnc3ccc([N+](=O)[O-])cc23)c1	98.5	-4.2	-1.4	4.3	-2.8
9	Nc1nnc(SCC(=O)OCC(=O)NC23CC4CC(CC(C4)C2)C3)s1	101.1	-6.7	-0.9	4.4	-2.8
10	CCCOc1ccc(-c2nn(-c3ccccc3)cc2/C=C2\SC(N)=NC2=O)cc1C	113.1	-4.3	3.1	-3.8	-1.8
11	Nc1nnc(CCc2ccccc2)s1	102.1	0.8	-1.2	5.6	3.1
12	Cn1c(SCC(=O)N2CCOCC2)nc2c(c1=O)SCC2	109.0	1.0	2.3	23.0	-0.1
13	CCn1cc(C(=O)NCC(OC)OC)c(=O)c2cc(S(=O)(=O)N3CCOCC3)ccc21	99.0	1.1	0.5	9.3	-5.7
14	CCO[C@@H]1OC(C(=O)NCc2ccccc2)=C[C@H](C(C)(C)C)[C@H]1CCCO	104.5	3.3	-3.4	-5.3	1.1
15	COc1ccccc1[C@H]1C(c2ccccc2)=NN(c2ccccc2)[C@@H]1CO	101.1	-1.4	1.2	47.4	1.5

entry	DAGLB inh	CAL PDZ FP-2	LANA DNA inh	NSD2 inh	V-ATPase pH
1	2.3	0.0	-2.5	5.6	-4.5
2	0.1	0.3	0.4	·	-6.3
3	-1.7	-0.7	1.2	-0.8	-0.4
4	·	·	·	5.8	-9.0
5	-2.2	-0.3	1.0	-0.2	-1.9
6	9.6	-0.2	-0.6	-1.9	-2.6
7	1.8	0.1	0.6	-3.6	-0.8
8	1.9	0.3	1.6	6.6	-0.5
9	0.1	·	-1.8	12.2	8.6
10	1.9	0.2	-1.4	-0.6	-2.9
11	-0.4	-1.9	-0.4	1.3	7.5
12	1.8	0.7	1.2	-0.1	-3.8
13	2.8	-0.5	0.0	-2.8	4.0
14	-2.1	0.6	0.0	·	-0.6
15	-0.9	1.8	0.1	·	-3.8

# 3 of the compounds above, as tab-separated lines:
No.	canonical_smiles	Pemphigus Ab inh	RTF Ca sens inh	CAL PDZ FP-1	Arrestin-AP2 inh	Keap1-Nrf2 PPI	DAGLB inh	CAL PDZ FP-2	LANA DNA inh	NSD2 inh	V-ATPase pH
1	Cc1sc2nc(CN3CCCC3)nc(N3CCN(S(=O)(=O)c4ccccc4)CC3)c2c1C	439.5	-5.0	·	-0.9	-10.7	2.3	0.0	-2.5	5.6	-4.5
2	CCCNC(=O)c1ccc(N2CCC3(CC2)CC(c2cccc(Br)c2)=NO3)c(NC(=O)c2ccc(Br)cc2)c1	92.5	4.9	-4.8	5.1	-3.4	0.1	0.3	0.4	·	-6.3
3	CSc1ncc(Cl)c(C(=O)Nc2cccc(C)c2)n1	95.4	-7.4	-2.0	12.7	0.0	-1.7	-0.7	1.2	-0.8	-0.4

# Next structures follow:
entry	Compound	Pemphigus Ab inh	RTF Ca sens inh	CAL PDZ FP-1	Arrestin-AP2 inh	Keap1-Nrf2 PPI
16	Cc1ccc(NC(=O)CC2OC(=O)c3ccccc32)cc1S(=O)(=O)N1CCCCCC1 (configuration not stated)	95.6	-2.3	·	47.6	-2.0
17	NS(=O)(=O)c1ccc(CCNC(=O)CNS(=O)(=O)c2cccc(Br)c2)cc1	101.2	-10.7	-5.4	10.7	-5.2
18	O=C(OCc1ccccc1)N1CCC2CC1c1cc(-c3ccc(F)cc3)ccc12 (configuration not stated)	103.4	-3.5	-1.2	7.6	-6.9
19	CCn1c(C)nnc1SCC(=O)Nc1cccc(C(F)(F)F)c1	100.8	-2.2	·	4.8	3.8
20	CCOc1cc(CNc2nn[nH]n2)ccc1OCC(=O)NC(C)(C)C	109.5	-3.8	-2.2	1.8	-6.0
21	CCc1ccccc1NC(=O)CN(C)C(=O)CSc1nnc(Nc2ccc(C)cc2)s1	100.6	5.0	-6.1	7.3	-4.8
22	Cc1sc(NC(=O)c2ccccc2)c(C(=O)NCCN(C)C)c1C	96.8	-9.6	-0.7	3.5	-5.1
23	NCC(=O)Nc1ccc(Br)cc1	104.5	-1.3	7.4	13.4	-4.2
24	COCc1nnc(NC(=O)c2cc(Cl)ccc2OC)s1	107.4	-1.2	·	1.2	-6.5
25	CC(=O)CSc1nsc(SCC(C)=O)c1C#N	95.8	-6.8	-3.2	35.8	2.7
26	COc1ccc(C(c2c(NC(=O)c3ccco3)sc(C)c2C)N2CCOCC2)cc1OC (configuration not stated)	96.4	2.3	·	0.4	1.3
27	Cn1c(COc2ccc(Cl)cc2Cl)nnc1SCC(=O)NCC1CCCO1 (configuration not stated)	103.5	-9.0	-5.1	-0.5	0.6
28	O=C(COC(=O)c1cc(F)cc(F)c1)NCCCc1ccccc1	96.4	-9.7	-5.0	-0.5	0.8
29	COc1ccc(C(=O)Nc2ccccc2C(=O)N2CCCCCC2)cc1	·	-0.9	·	15.4	-1.5
30	CC(=O)Oc1ccc2c(c1)Oc1cc(OC(C)=O)ccc1C21OC(=O)c2ccccc21	i	i	-2.1	-155.0	14.8*

entry	DAGLB inh	CAL PDZ FP-2	LANA DNA inh	NSD2 inh	V-ATPase pH
16	1.0	-0.8	1.6	-3.0	-1.2
17	-2.4	-0.2	2.2	-2.5	-0.4
18	-13.2	-0.7	0.0	·	-0.8
19	-2.6	-0.8	2.6	2.2	-2.2
20	-0.7	-1.0	-0.1	·	-2.5
21	-1.2	2.9	0.4	1.6	3.0
22	0.4	-0.3	-1.5	2.6	-1.0
23	0.0	-0.5	-0.5	-5.2	0.5
24	-0.7	-0.2	-0.7	-3.3	1.0
25	4.2	-1.2	3.7	3.3	-1.3
26	3.0	0.6	1.6	2.6	1.1
27	-0.3	-1.5	2.4	·	1.8
28	-3.0	-1.1	-3.0	2.8	-1.0
29	-2.1	0.5	-0.2	-5.0	1.7
30	i	-0.6	167.9*	·	5.5

# Carrying on.
entry	Compound	Pemphigus Ab inh	RTF Ca sens inh	CAL PDZ FP-1	Arrestin-AP2 inh	Keap1-Nrf2 PPI
31	C/C(=N\NC(=O)C1COc2ccccc2O1)c1ccc(Cl)s1 (configuration not stated)	99.4	-3.5	-5.5	-17.1	-0.9
32	CC(OC(=O)Cc1coc2ccc3ccccc3c12)C(=O)NC(N)=O (configuration not stated)	88.3	-7.8	-1.6	5.5	-2.4
33	CCc1ccc(C(=O)CN2C(=O)NC3(CCCCCC3)C2=O)cc1	101.0	-3.8	-0.2	1.8	1.8
34	COc1cccc(OCC(Cn2cnc3ccccc32)OC(C)=O)c1 (configuration not stated)	92.5	1.0	-0.6	-3.1	1.2
35	O=C(NC1CCCC1)C(c1ccncc1)N(C(=O)Cc1cccs1)c1ccc(F)cc1 (configuration not stated)	101.3	-9.7	-2.2	1.5	-1.5
36	CCSc1nc(-c2ccccc2)c2cc(Cl)ccc2n1	87.9	4.0	-1.6	-6.9	-2.8
37	O=C(O)c1ccc(Cl)c(NC(=O)C2CCCN2S(=O)(=O)c2cccc3nsnc23)c1 (configuration not stated)	108.5	-3.4	4.7	9.2	-1.3
38	COC(=O)COc1ccc(S(=O)(=O)Nc2ccc(NC(C)=O)cc2)cc1C	97.6	-5.3	1.9	-5.6	2.7
39	COc1ccccc1/C=C1/C(=O)N(c2cc(C)cc(C)c2)C(c2cccc([N+](=O)[O-])c2)S1(=O)=O (configuration not stated)	84.6	-7.9	-3.7	5.1	-2.3
40	CCC1(C)OC(=O)N(CCCn2ccnc2C)C1(C)O (configuration not stated)	93.1	-32.4	0.7	0.1	4.4
41	Cc1cc(-c2onc(C)c2C(=O)N/N=C/c2ccccc2)no1	108.8	4.7	2.2	4.2	-2.3
42	Cc1c(C(=O)NCc2c(F)cc(F)cc2F)oc2ccc(S(=O)(=O)N3CCOCC3)cc12	102.9	-23.0	-6.1	-6.7	-1.9
43	Cc1nc(NC(=O)c2ccccc2)sc1-c1csc(NCc2ccco2)n1	89.1	1.4	-1.5	-7.4	-4.3
44	O=[N+]([O-])c1cccc(CN2CCN(S(=O)(=O)Cc3ccccc3)CC2)c1	109.2	3.5	-4.8	-8.9	0.4

entry	DAGLB inh	CAL PDZ FP-2	LANA DNA inh	NSD2 inh	V-ATPase pH
31	-0.7	-2.0	-3.1	-1.3	-1.6
32	1.4	-1.7	-0.2	5.1	2.0
33	-0.6	-2.2	-0.2	0.0	1.5
34	1.4	-2.6	-0.1	-2.6	2.1
35	-0.4	-2.4	0.4	·	2.3
36	-1.7	-1.5	0.3	20.8	1.1
37	-0.3	-0.4	0.6	-1.5	-0.8
38	-2.9	·	3.0	·	0.3
39	4.1	0.3	-1.7	-4.9	3.7
40	0.2	-1.7	-0.3	-3.5	3.2
41	1.1	-1.2	0.0	-0.5	-3.4
42	-0.9	-3.1	0.3	9.9	2.0
43	8.2	-0.4	-0.7	·	-0.3
44	2.0	1.0	1.6	0.8	0.3

# Screens as filed in PubChem.
